Rtt109 Vps75: C. albicans Rtt109 histone acetyltransferase inhibition | Q5AAJ8 | purified Rtt109/Vps75, ThioGlo CoA-SH fluorescence, 4 h | inhibition, % at 34.9 µM | 330,000 tested, 0.16% active | AID 540336;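 active = inhibition of at least 50% in every replicate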
Target sequence (Q5AAJ8 whole entry, looked up): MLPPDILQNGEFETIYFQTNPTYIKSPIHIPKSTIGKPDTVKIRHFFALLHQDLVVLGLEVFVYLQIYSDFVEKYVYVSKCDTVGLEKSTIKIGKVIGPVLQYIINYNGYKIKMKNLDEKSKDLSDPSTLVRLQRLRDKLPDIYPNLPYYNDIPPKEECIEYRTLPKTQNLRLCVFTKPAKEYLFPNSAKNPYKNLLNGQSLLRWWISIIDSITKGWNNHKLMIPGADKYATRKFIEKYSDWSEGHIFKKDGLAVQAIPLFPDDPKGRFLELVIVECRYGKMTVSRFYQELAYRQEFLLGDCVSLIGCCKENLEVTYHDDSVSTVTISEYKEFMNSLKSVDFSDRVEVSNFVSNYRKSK
PfHsp90 set2: inhibits growth of yeast expressing Plasmodium falciparum Hsp90; 310,000 tested, 0.32% active; AID 504621; inhibition, % at 9.4 µM; S. cerevisiae expressing PfHsp90, BacTiter-Glo ATP, 48 h; yeast lacking PDR1 and PDR3 efflux regulators;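 active = every replicate shows inhibition above about 80%, whatever the replicate mean, limit read from the data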;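 also: 0% = DMSO neutral controls and 100% = 20 µM radicicol positive controls; yeast relying on Plasmodium falciparum Hsp90 in place of its own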
Tat export inh: inhibitors of E. coli Tat protein transport; E. coli MC4100 TorA-mCherry Tat export, fluorescence; inhibition, % at 10 µM; 340,000 tested, 0.036% active;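 active = mean replicate inhibition at least 50% and at least half of replicates individually reaching 50%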;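 also: exported cargo escapes ClpAP degradation while cytoplasmic cargo is degraded and loses fluorescence; 0% = median of neutral control wells and 100% = median of NaSCN control wells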
CAL PDZ FP: inhibitors of human CAL PDZ peptide binding; AID 504414; purified CAL PDZ, TMR-peptide fluorescence polarization, 1 h; inhibition, % at 20 µM; 330,000 tested, 0.02% active;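 active = highest replicate inhibition of at least 40%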;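 also: plate controls were DMSO neutral control wells for no effect and unlabeled competitor peptide control wells for full effect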
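Material: tagged CAL PDZ protein CerCALP, purified; buffer or medium: sodium phosphate/NaCl buffer pH 7.4 with TCEP, IgG, Thesit; also added: fluorescent TMR peptide probe; schedule: 1 h incubation at room temperature before polarization reading; technique: fluorescence polarization from S- and P-plane intensities, G-factor corrected; control set: unlabelled peptide and DMSO controls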
PvdQ inh: P. aeruginosa PvdQ acylase inhibition. purified PvdQ acylase, fluorescence plate reader. inhibition, % at 10 µM. 340,000 tested, 0.063% active; in the data active = inhibition above about 30%, passing the limit was not always enough;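 also: 0% = vehicle neutral wells and 100% = reference inhibitor wells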
DAGLB inh: diacylglycerol lipase beta (human) inhibition; Q8NCG7; HEK293T DAGLB membrane lysate, EnzChek fluorogenic substrate; inhibition, % at 5.17 µM; 340,000 tested, 0.059% active; in the data active = inhibition above about 34%;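 also: 0% = enzyme with vehicle and 100% = wells lacking enzyme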
Target sequence (Q8NCG7 whole entry, looked up): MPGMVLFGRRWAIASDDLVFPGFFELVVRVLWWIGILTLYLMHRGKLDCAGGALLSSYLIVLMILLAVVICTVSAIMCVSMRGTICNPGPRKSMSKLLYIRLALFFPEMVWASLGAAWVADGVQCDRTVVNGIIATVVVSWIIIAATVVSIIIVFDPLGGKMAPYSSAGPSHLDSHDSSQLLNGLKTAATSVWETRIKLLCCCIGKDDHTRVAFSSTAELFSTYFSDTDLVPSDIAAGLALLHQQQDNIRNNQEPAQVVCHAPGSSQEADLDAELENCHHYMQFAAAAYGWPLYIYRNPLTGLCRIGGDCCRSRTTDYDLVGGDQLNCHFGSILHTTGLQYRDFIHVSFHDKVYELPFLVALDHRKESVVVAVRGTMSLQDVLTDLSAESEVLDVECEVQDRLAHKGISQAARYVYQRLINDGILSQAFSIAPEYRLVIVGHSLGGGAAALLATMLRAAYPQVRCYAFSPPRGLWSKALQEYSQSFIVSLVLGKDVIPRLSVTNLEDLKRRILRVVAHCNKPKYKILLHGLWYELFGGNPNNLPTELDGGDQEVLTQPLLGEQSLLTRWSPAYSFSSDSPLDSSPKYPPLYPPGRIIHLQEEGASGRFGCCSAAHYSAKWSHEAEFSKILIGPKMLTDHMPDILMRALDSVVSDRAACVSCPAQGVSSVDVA
AddAB inh: less growth of phage-infected E. coli with AddAB; E. coli expressing H. pylori AddAB, absorbance growth; inhibition, % at 11.9 µM; 330,000 tested, 0.29% active; in the data active = inhibition above about 12%;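 also: 0% = vehicle wells of infected cells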
phage Ecoli inh: E. coli growth loss with phage present; AID 651602; inhibition, % at 11.9 µM; growth absorbance; 360,000 tested, 0.26% active; in the data active = inhibition above about 11%
E coli growth: bacterial growth inhibition, counter-screen for AddAB inhibitors. inhibition, % at 11.9 µM. AID 449728. E. coli V3065 growth, OD600 absorbance, 18 h. 330,000 tested, 0.27% active;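 active = inhibition above the campaign's mean inhibition across all tested compounds plus 3 SD, cut at about 9.9% in these data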;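 also: uninfected addAB+ strain grown without phage in ampicillin broth; 0% = DMSO wells and 100% = ciprofloxacin 0.95 µg/ml wells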
Wnt bcat act: activates Wnt/beta-catenin signaling in a reporter cell assay; 300,000 tested, 1.2% active; AID 743398; activator, plate reader; activation, % at 9.35 µM; in the data active = activation above about 30%, passing the limit was not always enough;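 also: 0% = neutral control wells and 100% = positive control wells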
Numbers without * were called inactive; nt = no result given; & = joins results of further samples; ! = not confirmed by another sample.

mol | Rtt109 Vps75 | PfHsp90 set2 | Tat export inh | CAL PDZ FP | PvdQ inh | DAGLB inh | AddAB inh | phage Ecoli inh | E coli growth | Wnt bcat act
CCOC(=O)C1(Cc2cccc(OC)c2)CCCN(C(=O)CCN2CCCO2)C1 (stereo unspecified) | -5 | 14 | 0 | -2.4 | -6 | 0 | -0.3 | 2.0 | 0.2 | 22
Cc1cc(C)cc(N(CCC#N)C(=O)CSc2ncnc3sccc23)c1 | -2 | -8 | -2 | -1.1 | 6 | -1 | 0.8 | 4.5 | -0.3 | -8
O=C(CCCCCN1C(=O)c2cccc3cccc(c23)C1=O)NCc1ccco1 | nt | nt | nt | nt | nt | nt | 4.8 | 2.0 | -0.2 | 1
Cc1nc(-c2ccccc2)sc1-c1n[nH]c(=S)n1C | nt | nt | -7 | -2.2 | 3 | -2 | 3.7 | 0.8 | -0.3 | nt
CCCCNS(=O)(=O)c1ccc(OC)cc1 | 14 | -43 | 10 | -1.1 | 1 | 1 | 1.4 | -2.2 | 1.5 | nt
CCn1c(SCC(=O)NCC(=O)Nc2ccc(F)cc2)nnc1-c1ccncc1 | -1 | -27 | 8 | -0.7 | -14 | 1 | -2.5 | 0.0 | 1.8 | -6
CC(=O)N1CCc2c(sc(NC(=O)c3cccc(N4C(=O)CCC4=O)c3)c2C(N)=O)C1 | 10 | 5 | -2 | -1.7 | -4 | 3 | 1.5 | 0.4 | -2.7 | 2
COc1cc(C2NC(=O)NC(c3ccccc3)=C2C(C)=O)c(Cl)cc1OCC(=O)O (stereo unspecified) | -2 | 5 | 1 | -0.1 | -12 | 1 | 3.1 | 0.0 | 0.2 | -1
CCC[C@@H](OS(N)(=O)=O)[C@@H](Cc1ccccc1)C(=O)OCC | -5 | 2 | 16 | 0.4 | -5 | 0 | 1.5 | 1.6 | -2.6 | -2
O=C1CC(c2ccccc2)CN1C(=O)c1cccc([N+](=O)[O-])c1 (stereo unspecified) | -2 | 4 | -10 | -0.2 | 1 | -4 | 3.5 | 2.1 | 0.5 | nt
CCc1nc2ccccc2c(C(=O)OCCN2C(=O)c3ccccc3C2=O)c1C | -4 | 0 | 5 | -0.4 | -5 | -10 | 1.5 | 2.0 | -0.5 | nt
Cc1cc(C)c2c(=O)n(CC(=O)NCCCN3CCOCC3)sc2n1 | -1 | 43 | 7 | -0.1 | -6 | -5 | 0.6 | nt | 0.6 | nt
CCOc1ccccc1NC(=O)N1CCC(NC(=O)C2CCCCC2)CC1 | 0 | -29 | -2 | -1.7 | -12 | 0 | nt | 2.0 | nt | 0
COc1ccc(OCC(=O)NNC(=O)C(=O)Nc2ccc(C)cc2)cc1 | -2 | 6 | 0 | -2.3 | -4 | 0 | 2.0 | -0.3 | -5.2 | 11
CCOC(=O)C1(CCCc2ccccc2)CCN(C(=O)CCc2cnn(C)c2)CC1 | nt | -3 | 2 | -2.4 | -5 | -3 | 0.5 | 2.6 | 1.2 | -1
CC(C)CC(CO)N1CCN(C(=O)c2cccc(C(F)(F)F)c2)CCC1=O (stereo unspecified) | -20 | -7 | -5 | -1.8 | -17 | -2 | 1.6 | 1.1 | -0.9 | -3
Cc1ccc(S(=O)(=O)NC(=O)c2ccc(Br)o2)c(C)c1 | -3 | -17 | 3 | -0.4 | -3 | 1 | 4.9 | 0.7 | 2.5 | 0
CN1CCN(CCCN2c3ccccc3Sc3ccc(Cl)cc32)CC1 | 53*! | -2 | 12&9 | 1.1 | 13&-2 | 4 | -1.1&-1.4 | 1.0 | -0.1&0.6 | -4
Cc1cc(C(F)(F)F)nn1Cc1n[nH]c(=S)n1-c1cccc(Cl)c1 | 2 | -6 | 2 | -2.0 | -4 | 2 | 0.9 | 2.6 | 0.2 | -3
CC(=O)N1CCC(C(=O)Nc2ccc(S(=O)(=O)N3CCCCC3)cc2)CC1 | 7 | -1 | 8 | -0.2 | -2 | -2 | 0.8 | 1.6 | 1.9 | -2
Cc1ccc(NC(=S)N2CCN(c3nccc(C(F)(F)F)n3)CC2)c(C)c1 | 5 | -12 | -11 | -1.0 | 1 | -5 | 6.2 | -3.2 | 0.3 | -3
CCn1cc(C(=O)NCCc2ccccc2)c(=O)c2cc(S(=O)(=O)N(C)C)ccc21 | 0 | 5 | 2 | -0.8 | -7 | 1 | -2.3 | -1.4 | 0.3 | 0
Cc1ccc(NCc2nnc(SCC(N)=O)n2CC2CCCO2)c(C)c1 (stereo unspecified) | -4 | 0 | 18 | -1.6 | 8 | -2 | 2.1 | 2.6 | 1.8 | -6
Cc1nnc(OC(C)C)c2nn(-c3ccccc3F)c(C)c12 | 7 | -4 | -1 | -0.1 | 15 | 1 | 2.8 | 1.1 | 2.5 | nt
O=C1COc2ccc(C(=O)COC(=O)c3ncc(Cl)c(Cl)c3Cl)cc2N1 | -3 | 3 | 2 | -1.5 | -7 | 3 | 0.2 | 0.6 | -0.1 | 0
COC(=O)C1CCN(C(=O)CSc2nc3ccc(OC)cc3[nH]2)CC1 | 5 | -6 | 4 | -15 | -12 | 3 | 1.5 | 4.6 | 1.2 | 0
CCOC(=O)C1=CN2CCCC[C@@H]2CC1=O | -10 | 22 | -1 | 0.4 | -10 | -2 | 3.8 | 2.1 | 1.0 | 21
CC(Oc1ccc(F)cc1)C(O)CCN(C)C (stereo unspecified) | 3 | 24 | 4 | -0.4 | -13 | -1 | -0.7 | 3.7 | 1.9 | -1
CC1CCCCC1NC(=O)CN1CCC(NC(=O)c2ccc([N+](=O)[O-])cc2)CC1 (stereo unspecified) | -6 | -8 | 4 | -2.2 | -9 | 0 | 1.4 | 3.6 | -2.8 | -1
Cc1nc(-n2nnc3cc(C)c(C)cc32)c2c3c(sc2n1)CCCC3 | 3 | 20 | 1 | -1.5 | -14 | 2 | 1.5 | 2.4 | -1.4 | nt
O=C(OCC(=O)N1CCN(c2ccccc2)CC1)c1nc(Cl)ccc1Cl | 2 | nt | 2 | -2.6 | -18 | 0 | 0.5 | 7.0 | -1.4 | -3
COc1cc(/C=C/C(=O)N2CCc3ccccc3C2)cc(OC)c1OC | 0 | 3 | 2 | -1.5 | -12 | -1 | -0.6 | -0.2 | -0.1 | 1
CCOC(=O)CSC1=C(C#N)C(c2ccc(Cl)cc2)C(C(=O)OC)C(=O)N1 (stereo unspecified) | nt | 3 | 3 | -1.4 | 1 | -1 | 4.0 | -0.6 | -0.8 | nt
Cc1c(-c2ccccc2)nc(N)c(C#N)c1-c1cccs1 | 3 | 17 | -9 | -2.0 | -8 | -10 | -1.8 | 4.0 | 0.2 | -4
Cc1ccc(N2C(=O)[C@@H]3C(c4ccc(F)cc4)=NO[C@@H]3C2=O)cc1 | 9 | 33 | -6 | -1.3 | -14 | -7 | 3.1 | -3.5 | 1.3 | nt
NS(=O)(=O)c1ccc(CNS(=O)(=O)c2ccc3ccccc3c2)cc1 | 0 | 4 | -3 | 0.2 | -12 | 2 | 0.3 | 1.9 | -0.8 | -2
CCOC(=O)C1=C(C)N=C(/N=C/N(C)C)SC1c1ccccc1 (stereo unspecified) | -4 | -14 | 3 | -1.3 | -3 | 2 | 1.6 | 2.6 | 1.2 | -4
Cc1ccc(NC(=O)COC(=O)c2c[nH]c3ccccc23)cc1C | -4 | nt | -4 | 0.7 | -22 | -3 | 2.1 | -0.3 | -0.2 | -1
CC(=O)N1CCN(Cc2nc3cc(NS(C)(=O)=O)ccc3n2C)CC1 | -10 | 20 | 2 | -2.8 | -8 | -1 | 0.2 | 0.1 | -1.3 | -5
COc1ccc(C(=O)Nc2ccc(F)cc2F)cc1 | 0 | 11 | -6 | -0.4 | -12 | -1 | 3.7 | 5.3 | -0.6 | 18
CS(=O)(=O)N1CCCC(C(=O)NCc2ccccc2Cl)C1 (stereo unspecified) | 4 | 0 | -11 | 0.4 | -14 | -1 | 1.8 | 0.8 | -0.5 | -7
CC(=O)NC(CC(=O)O)c1ccccc1 (stereo unspecified) | -3 | 13 | -2 | 0.1 | -2 | -2 | -3.4 | 1.2 | -1.0 | -2
CCN1CCN(C(=O)CCNC(=O)Cn2cnc3ccccc3c2=O)CC1 | 2 | 13 | -2 | -3.3 | 1 | -2 | 2.5 | -1.4 | -1.6 | -3
O=C(Nc1nnc(-c2ccccc2F)s1)c1ccccc1F | 5 | -14 | -7 | 0.6 | -7 | -9 | 3.5 | 3.2 | 1.0 | 33*
Cc1ccc(OCC(=O)N2CCc3ccccc3C2)c([N+](=O)[O-])n1 | 1 | -13 | 24 | -0.9 | 6 | 3 | 5.7 | 3.2 | 1.3 | -1
CCCCCn1c(=O)c2ccccc2n2c(CCl)nnc12 | -4 | 6 | -2 | -1.9 | -10 | 0 | 0.7 | 4.7 | -3.7 | 7
Cc1nn(CCC(N)=O)c2nc(-c3cccs3)cc(C(F)(F)F)c12 | -6 | 9 | -3 | -2.7 | -11 | -4 | 1.0 | 5.5 | 1.2 | -4
CCOc1ccc(S(=O)(=O)N/N=C2/CCCC(=O)C2)cc1 | 6 | 10 | 1 | -2.6 | -1 | 0 | 2.4 | 2.7 | -0.9 | -2
CCN(CC)CCCNC(=O)c1cc2c(-c3cccc(OC)c3)nn(C)c2s1 | 0 | 8 | 2 | -5.3 | -18 | 0 | -0.9 | 3.2 | -1.0 | -1
COc1cccc(NC(=O)Cc2nnc(SCC(=O)NC3=NCCS3)n2C)c1 | -10 | 8 | -3 | -0.2 | -11 | -1 | 4.5 | 1.7 | -1.4 | -2

The list continues.
mol | Rtt109 Vps75 | PfHsp90 set2 | Tat export inh | CAL PDZ FP | PvdQ inh | DAGLB inh | AddAB inh | phage Ecoli inh | E coli growth | Wnt bcat act
CN(C)c1ccc2nc3c(=O)[nH]c(=O)nc-3n(CC(O)C(O)C(O)CO)c2c1 (stereo unspecified) | -1 | 9 | -21 | -8.1 | -8 | -17 | 1.7 | -0.6 | 1.4 | 0
COc1cc(/C=C/C(=O)O)cc(OC)c1 | 21 | -4 | -4 | 0.4 | 4 | -5 | 2.8 | nt | 2.2 | nt
CC(C)NC(=O)COc1coc(CN2CCN(c3cccc(Cl)c3)CC2)cc1=O | 2 | 10 | 3 | -2.2 | -13 | -2 | 1.3 | 1.8 | 0.0 | 0
O=C(NCc1cccs1)c1cc2c(s1)CCCC2 | 4 | 9 | -2 | -1.9 | -14 | -4 | 2.7 | 0.1 | 1.1 | 21
Cc1ccnc(NC(=O)c2cccc(S(=O)(=O)N3CCN(c4ccccc4)CC3)c2)c1 | 1 | 10 | 3 | -0.9 | 3 | 1 | 2.6 | -0.1 | 3.2 | 23
Cc1ccc(C(=O)N/C(=C\c2ccc(C)o2)C(=O)O)cc1 | 8 | 1 | 0 | -0.6 | -11 | 2 | -1.5 | 1.9 | -2.6 | -1
COc1ccc(-n2nnnc2SCC(=O)Nc2ccc(OC)cc2OC)cc1 | -1 | 2 | 2 | 0.0 | -13 | 0 | 2.0 | -1.0 | -0.3 | 3
CSc1ccc(S(=O)(=O)N2CCC(C(=O)N3CCOCC3)CC2)cc1 | 2 | -57 | 6 | -5.0 | -12 | 2 | 4.9 | 0.7 | -0.4 | 8

Assay outcomes deposited in PubChem BioAssay by several laboratories.
